Assay outcomes as filed in PubChem BioAssay.
HTR5A ag = HTR5A agonism, opioid heterodimer counter-screen; 340,000 tested, 0.61% active; AID 504692; P47898; activation, % at 9.3 µM; HTR5A agonist assay, luminescence, cell-based; in the data active = activation mostly above about 9.5%, no sharp cut-off; inactive = mostly below about 7.6%;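 note: 0% = cells with vehicle only and 100% = reference agonist; strong numbers were not always called active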
Target sequence (P47898 whole entry, looked up): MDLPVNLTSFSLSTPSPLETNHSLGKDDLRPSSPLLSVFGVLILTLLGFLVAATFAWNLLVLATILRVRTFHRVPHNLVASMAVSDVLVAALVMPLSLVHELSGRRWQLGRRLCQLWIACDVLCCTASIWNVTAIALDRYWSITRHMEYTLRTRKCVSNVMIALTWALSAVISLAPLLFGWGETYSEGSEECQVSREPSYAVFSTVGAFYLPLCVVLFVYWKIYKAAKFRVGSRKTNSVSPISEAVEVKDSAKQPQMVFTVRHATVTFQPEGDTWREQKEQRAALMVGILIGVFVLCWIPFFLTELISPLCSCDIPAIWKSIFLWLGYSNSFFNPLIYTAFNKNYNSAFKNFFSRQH
HTR5A inv ag = HTR5A inverse agonism, opioid heterodimer counter-screen. HTR5A cell line, luminescence. inhibition, % at 9.3 µM. 340,000 tested, 0.083% active; in the data active = inhibition mostly above about 23%, no sharp cut-off; inactive = mostly below about 18%;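 note: 0% = cells with DMSO and 100% = no-cell wells with DMSO; some compounds called inactive have numbers as strong as hits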
Keap1-Nrf2 PPI = disrupts human Keap1 binding to Nrf2 peptide | Keap1 Kelch-Nrf2 peptide fluorescence polarization, 1536-well | inhibition, % at 9.4 µM | 340,000 tested, 0.15% active | AID 504523; in the data active = inhibition above about 12%;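 note: human Keap1 Kelch domain with fluorescein labeled Nrf2 9mer peptide probe; 0% = neutral control wells and 100% = peptide positive control; higher means more block of Keap1 binding to Nrf2 peptide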
Target sequence (Q14145 whole entry, looked up, the tested form may be a part): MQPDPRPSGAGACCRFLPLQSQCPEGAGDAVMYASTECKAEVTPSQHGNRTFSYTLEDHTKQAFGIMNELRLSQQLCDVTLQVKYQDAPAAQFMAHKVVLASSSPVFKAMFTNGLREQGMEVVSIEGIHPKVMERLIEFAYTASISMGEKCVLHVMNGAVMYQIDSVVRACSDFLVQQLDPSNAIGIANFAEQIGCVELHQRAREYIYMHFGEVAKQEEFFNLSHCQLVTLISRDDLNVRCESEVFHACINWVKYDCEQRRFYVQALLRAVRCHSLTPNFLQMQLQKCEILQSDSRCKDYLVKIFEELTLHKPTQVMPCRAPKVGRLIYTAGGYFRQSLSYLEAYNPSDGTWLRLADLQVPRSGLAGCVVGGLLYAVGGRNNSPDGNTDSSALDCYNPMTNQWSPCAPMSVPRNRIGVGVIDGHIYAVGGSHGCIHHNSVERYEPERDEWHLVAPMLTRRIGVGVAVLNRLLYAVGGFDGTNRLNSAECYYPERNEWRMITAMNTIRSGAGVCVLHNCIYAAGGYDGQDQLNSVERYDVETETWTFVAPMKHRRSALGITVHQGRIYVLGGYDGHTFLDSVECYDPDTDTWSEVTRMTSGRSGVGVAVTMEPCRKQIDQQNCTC
CAL-PDZ inh HTS = blocks peptide binding to the human CAL PDZ domain. AID 602252. Q9HD26. inhibition, % at 24.9 µM. purified CAL PDZ, TMR-peptide fluorescence polarization, 1 h. 300,000 tested, 0.92% active;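 active = mean inhibition of at least 30% with at least half of replicates also reaching 30%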;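 note: 0% = DMSO neutral control and 100% = excess unlabeled competitor peptide PRC23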
cardiac RTF act = cardiac RTF calcium sensitization. P19429+P45379. IANBD-labeled TnC RTF fluorescence at EC20 calcium; 0% EC20 calcium, 100% full calcium. activation, % at 7.2 µM. 340,000 tested, 0.24% active. AID 493008;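 active = activation above the mean over all tested compounds plus 3 SD, cut at about 30% in these data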;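 note: rise in fluorescence read as greater calcium sensitivity of cardiac thin filaments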
LANA DNA inh = KSHV C-LANA DNA binding inhibition | MBP-C-LANA/FAM-LBS DNA binding, fluorescence polarization | inhibition, % at 9 µM | 340,000 tested, 0.078% active | AID 504423;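 active = highest replicate inhibition at or above 60% at 9 µM, even if other replicates fall short; inactive = all replicates below 60% inhibition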;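 note: 0% = neutral control wells and 100% = 4 µM acridine orange control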
OPRM1-OPRD1 ag = agonists of human mu-delta opioid receptor heterodimerization | 340,000 tested, 0.3% active | P35372+P41143 | AID 504326 | cells, OPRM1-OPRD1 heterodimerization, luminescence | activation, % at 9.3 µM; in the data active = activation above about 18%;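 note: 0% = vehicle-treated cells and 100% = reference agonist; values of inactives mirror those of a sister screen read the other way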
V-ATPase pH = yeast V-ATPase proton transport regulation by pHLuorin; S. cerevisiae, pHLuorin cytosolic pH fluorescence; response, % at 10 µM; 350,000 tested, 0.37% active; in the data active = response mostly above about 7.3%, no sharp cut-off; inactive = mostly below about 5.4%; note: actives read high; inactives centre near 0; some compounds called inactive have numbers as strong as hits; reference of the scale not given here
RTF Ca sens inh = cardiac RTF calcium desensitization; 340,000 tested, 0.12% active; AID 493244; IANBD-labeled cardiac RTF, Ca2+ fluorescence; inhibition, % at 7.15 µM;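 active = inhibition above the mean inhibition of all tested compounds plus 3 SD, cut at about 17% in these data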;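 note: assay run at fixed EC70 calcium of 1.6 mM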
OPRM1-OPRD1 inv = mu-delta opioid heterodimer inverse agonism; P35372+P41143; AID 504357; 340,000 tested, 0.21% active; inhibition, % at 9.3 µM; cell-based MOR-DOR heterodimer luminescence; in the data active = inhibition above about 22%, passing the limit was not always enough;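 note: 0% = cells with DMSO and 100% = wells without cells with DMSO; values of inactives mirror those of a sister screen read the other way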
Numbers without * were called inactive; . = not tested or not shown; + = active, no number. Not a hit list; overall some 2.8% were active at least once.

SMILES	HTR5A ag	HTR5A inv ag	Keap1-Nrf2 PPI	CAL-PDZ inh HTS	cardiac RTF act	LANA DNA inh	OPRM1-OPRD1 ag	V-ATPase pH	RTF Ca sens inh	OPRM1-OPRD1 inv
O=C(O)c1cccn2c(=O)c3ccccc3nc12	-4	-12	0	-4	-5	1.9	-2.6	-1	-12	15
CCOC(Cn1c(-c2ccc(OC)cc2)nc2ccccc21)OCC	-1	-9	0	-1	-4	1.2	-1.5	0	0	9
Cc1cc(N2CCCC2)nc2ccccc12	4	-11	2	-3	5	-2.3	0.6	1	-8	-3
CSC(=CC(=O)c1ccc(F)cc1)SC	4	-12	-4	-3	3	-1.1	-0.8	0	-4	4
CCc1ccc(C(=O)CSc2nnc(C3CC3)n2C2CC2)cc1	-2	-2	-3	-7	4	-1.7	-4.0	0	-10	15
CCc1ccccc1NC(=O)Nc1ccsc1C(=O)OC	3	-7	-3	-2	-2	-0.9	-2.2	-3	-12	12
COCCNC(=O)c1ccc2c(c1)S(=O)(=O)c1cc(Cl)ccc1C2=O	3	-9	-6	-3	-3	1.5	4.5	-5	7	-26
Cc1ccc(F)c(NC(=S)Nc2cccc3ccccc23)c1	4	-15	1	-2	-4	0.3	5.3	0	0	-30
O=C(NCCc1ccccc1)C(=O)NCC1CCCN1S(=O)(=O)c1cccs1 (configuration not stated)	-2	5	-4	-3	-3	0.3	-0.1	-4	-1	1
CC(C)(C)C(=O)O/N=C(\N)c1ccc([N+](=O)[O-])s1	4	1	-4	-2	-2	0.3	5.8	-2	-2	-29
CCCCOC(=O)CSc1nnc(N)s1	3	9	-1	-2	-2	1.0	0.0	0	2	0
Cc1ccc(/C=N/n2c(-c3cccs3)n[nH]c2=S)cc1	0	0	-4	-1	-2	2.9	-1.2	3	-2	5
CC(SCC(=O)Nc1ccc(F)cc1)c1nc2ccccc2c(=O)[nH]1 (configuration not stated)	-3	7	-5	-3	-2	0.1	-1.4	-4	-3	7
O=C(c1ccc(CS(=O)(=O)c2c(Cl)cccc2Cl)o1)N1CCN(c2ccccn2)CC1	-3	8	-5	.	-4	-1.8	-3.6	-1	0	18
COc1ccc(OC)c(S(=O)(=O)NC(C)c2ccc(-n3ccnc3)cc2)c1 (configuration not stated)	-8	19	-3	-1	4	2.4	-1.2	-4	-5	5
CCn1c(SCC(=O)Nc2ccc(C)cc2)nc(O)cc1=O	4	-6	-3	.	4	-1.7	-2.1	-2	3	11
COCCN(C(=O)COC(=O)/C=C/c1ccco1)c1c(N)n(Cc2ccccc2)c(=O)[nH]c1=O	1	11	-6	0	1	1.8	-2.1	2	-2	11
COC(=O)c1ccc(CN2C(=O)NC(Cc3c[nH]c4ccccc34)C2=O)cc1 (configuration not stated)	-1	4	6	5	-7	1.1	0.8	-1	0	-5
O=C1CSC(c2nn(-c3ccccc3)cc2-c2cc3ccccc3oc2=O)N1Cc1ccco1 (configuration not stated)	3	-7	-1	14	6	-1.9	4.7	2	-3	-29
c1ccc(-c2ncc(CSc3nncn3-c3ccccc3)s2)cc1	4	-11	0	.	-1	1.6	-2.1	-2	-14	11
CCc1ccccc1NC(=O)CN1CCN(C(=O)CN2C(=O)NC3(CCCC3)C2=O)CC1	1	-1	1	-6	-2	1.1	-2.6	0	-11	11
CCCCCC(=O)Nc1ccc2oc(-c3cncc(Br)c3)nc2c1	3	34	1	-4	-2	-0.5	-1.6	-3	-3	9
OC(COc1ccc(F)cc1Cl)CN1CCC(Cc2ccccc2)CC1 (configuration not stated)	-1	3	-4	-6	-7	-0.2	6.0	6	-5	-27
N#CC1C=Cc2ccccc2N1C(=O)c1ccccc1 (configuration not stated)	2	-5	-7	0	12	-2.0	1.2	10	-22	-6
CCn1c(CC(=O)Nc2ccccc2)nnc1SCC(=O)N1CCOCC1	-2	5	-6	-4	6	2.8	-1.1	4	5	6
COc1ccc(CNC(=O)c2cc(-c3ccco3)on2)cc1	1	-20	-1	-4	-8	-1.5	-2.0	4	-5	11
CNC(=O)COC(=O)c1cc(-c2ccco2)nc2ccccc12	-3	8	2	47*	-2	0.0	-1.6	0	3	9
Cc1ccccc1S(=O)(=O)Cc1ccc(C(=O)NCc2ccc(F)cc2)o1	0	0	1	7	-3	-1.0	-0.8	-2	-5	5
Nn1cc(-c2ccccc2)nc1SCC(=O)Nc1ccc(S(N)(=O)=O)cc1	0	-18	-9	-2	0	-0.8	1.2	2	-8	-6
CCCOc1ccc(N2CC(C(=O)NC(C)C)CC2=O)cc1 (configuration not stated)	-4	-5	-3	-1	-4	-0.2	-1.2	-1	-1	6

Copied from the list:
c1ccc(-c2ncc(CSc3nncn3-c3ccccc3)s2)cc1 in cardiac RTF act → -1
COC(=O)c1ccc(CN2C(=O)NC(Cc3c[nH]c4ccccc34)C2=O)cc1 (configuration not stated) in HTR5A inv ag → 4

(listing goes on)
SMILES	HTR5A ag	HTR5A inv ag	Keap1-Nrf2 PPI	CAL-PDZ inh HTS	cardiac RTF act	LANA DNA inh	OPRM1-OPRD1 ag	V-ATPase pH	RTF Ca sens inh	OPRM1-OPRD1 inv
CC(C)CCNC(=O)NC(=O)COc1c(F)c(F)cc(F)c1F	5	12	-2	.	-2	0.6	3.0	-3	2	-14
O=C(Nc1ccc2c(c1)OCO2)N1CCN(C/C=C/c2ccccc2)CC1	0	9	1	0	2	-0.4	-0.7	0	-6	4
COC(=O)[C@H](C)N(Cc1ccc(Cl)c(Cl)c1)S(=O)(=O)CCNC1CCCC1	4	-17	-2	-7	-2	0.6	1.5	-1	-3	-7
O=C(Nc1nnc(Cc2ccccc2)s1)c1ccccc1	-3	11	-4	2	3	-0.5	0.2	2	-15	-1
O=C(O)c1ccc(CNCc2ccc(F)cc2)cc1	0	1	-4	7	-2	-1.3	-2.4	-3	5	13
O=C(Nc1nnc(-c2ccco2)o1)c1ccc(S(=O)(=O)N2CCCC2)cc1	2	7	-2	0	-5	-0.7	-0.8	1	-23	6
CCOC(=O)c1ccc(CNC(=O)C2CCCCC2C(=O)OCC(F)(F)F)o1 (configuration not stated)	-1	11	2	0	-1	-1.7	-3.5	1	1	17
O=C(Nc1cc(F)ccc1F)N1CCN(c2ccnc3cc(Cl)ccc23)CC1	-6	3	-7	-4	4	-0.8	-1.1	0	3	5
COc1cccc(N2CCN(c3ccc(S(=O)(=O)N4CCN(C)CC4)cc3[N+](=O)[O-])CC2)c1	3	-13	-6	.	-2	0.2	1.0	-7	-3	-5
COc1ccc(-n2c(SCC(=O)NCc3ccco3)nc3c([nH]c4ccccc43)c2=O)cc1	3	-10	4	.	-3	1.5	-2.4	4	-1	12
CCOC(=O)N1CCC(N2CC34C=CC(O3)C(C(=O)Nc3ccc(C(C)C)cc3)C4C2=O)CC1 (configuration not stated)	2	-4	-1	.	4	0.2	-1.0	2	-1	5
O=C(COc1ccccc1)Nc1ccc(NC(=O)c2ccco2)cc1	-2	11	-1	.	2	0.5	0.6	6	-12	-3
COc1cccc(C(C(=O)NC2CCCC2)N(CC2CCCO2)C(=O)Cc2cccs2)c1 (configuration not stated)	2	-13	0	1	1	2.7	-2.4	1	0	12
COc1ccc(-n2c(=O)c3c(C)c(C)sc3n(Cc3ccc(F)cc3)c2=O)c(OC)c1	7	3	-3	.	-4	-1.6	-1.5	1	-2	8
Nn1c(SCC(=O)Nc2ccc3c(c2)OCO3)nnc1-c1ccncc1	1	-2	-8	3	4	1.0	1.8	1	-3	-11
Cc1ccc(S(=O)(=O)N2CCC(=O)N(C(COCc3cccc(C(F)(F)F)c3)C(C)C)CC2)cc1 (configuration not stated)	3	1	5	0	-15	1.4	1.3	-5	-8	-8
COc1ccc(/C=C2\CCCC3C2=NN(C(=O)c2scnc2C)C3c2ccc(OC)c(OC)c2)cc1OC (configuration not stated)	4	-12	0	.	0	0.5	-2.0	3	-1	11
CC(Oc1ccccc1Cl)C(=O)Nc1ccc(S(=O)(=O)N2CCN(C)CC2)cc1 (configuration not stated)	-2	8	-4	.	-3	2.0	-3.6	1	9	19
CCC(=O)NC(c1ccccc1)c1c(O)ccc2ccccc12 (configuration not stated)	-3	10	0	-5	-4	-3.8	-4.1	-1	-3	19
CC(=O)N1CCc2cc(S(=O)(=O)NCC(=O)NCc3ccc(Cl)cc3)ccc21	0	16	3	+	-8	0.3	-3.3	6	0	17
Cc1ccc(CN2CCC(CO)(CC3CCCCO3)CC2)o1 (configuration not stated)	-1	2	-7	-8	6	-0.5	-1.3	-1	-6	7
CCn1c(Oc2ccc(F)cc2)nc2c1c(=O)n(C)c(=O)n2C	-1	2	-2	-1	-5	-0.1	-2.0	-1	-1	10
O=C(CCC(=O)N1CCCc2ccccc21)N1CCN(S(=O)(=O)c2ccccc2)CC1	3	-7	-1	-2	6	0.2	-0.3	-1	-4	1

11 structures out of the list, sorted by count of non-hydrogen atoms, low to high.
SMILES	HTR5A ag	HTR5A inv ag	Keap1-Nrf2 PPI	CAL-PDZ inh HTS	cardiac RTF act	LANA DNA inh	OPRM1-OPRD1 ag	V-ATPase pH	RTF Ca sens inh	OPRM1-OPRD1 inv
Cc1ccc(CN2CCC(CO)(CC3CCCCO3)CC2)o1 (configuration not stated)	-1	2	-7	-8	6	-0.5	-1.3	-1	-6	7
CCn1c(Oc2ccc(F)cc2)nc2c1c(=O)n(C)c(=O)n2C	-1	2	-2	-1	-5	-0.1	-2.0	-1	-1	10
O=C(COc1ccccc1)Nc1ccc(NC(=O)c2ccco2)cc1	-2	11	-1	.	2	0.5	0.6	6	-12	-3
Nn1c(SCC(=O)Nc2ccc3c(c2)OCO3)nnc1-c1ccncc1	1	-2	-8	3	4	1.0	1.8	1	-3	-11
CC(=O)N1CCc2cc(S(=O)(=O)NCC(=O)NCc3ccc(Cl)cc3)ccc21	0	16	3	+	-8	0.3	-3.3	6	0	17
CC(Oc1ccccc1Cl)C(=O)Nc1ccc(S(=O)(=O)N2CCN(C)CC2)cc1 (configuration not stated)	-2	8	-4	.	-3	2.0	-3.6	1	9	19
COc1ccc(-n2c(=O)c3c(C)c(C)sc3n(Cc3ccc(F)cc3)c2=O)c(OC)c1	7	3	-3	.	-4	-1.6	-1.5	1	-2	8
COc1cccc(C(C(=O)NC2CCCC2)N(CC2CCCO2)C(=O)Cc2cccs2)c1 (configuration not stated)	2	-13	0	1	1	2.7	-2.4	1	0	12
CCOC(=O)N1CCC(N2CC34C=CC(O3)C(C(=O)Nc3ccc(C(C)C)cc3)C4C2=O)CC1 (configuration not stated)	2	-4	-1	.	4	0.2	-1.0	2	-1	5
Cc1ccc(S(=O)(=O)N2CCC(=O)N(C(COCc3cccc(C(F)(F)F)c3)C(C)C)CC2)cc1 (configuration not stated)	3	1	5	0	-15	1.4	1.3	-5	-8	-8
COc1ccc(/C=C2\CCCC3C2=NN(C(=O)c2scnc2C)C3c2ccc(OC)c(OC)c2)cc1OC (configuration not stated)	4	-12	0	.	0	0.5	-2.0	3	-1	11
